M18AAP inhibitor: PfM18AAP enzyme inhibition. recombinant PfM18AAP, H-Glu-NHMec fluorogenic cleavage. inhibition, % at 7.35 µM. 1.2% of 290,000 active. AID 1822;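 active = inhibition above the campaign mean inhibition over all tested compounds plus 3 SD, cut at about 28% in these data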;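 note: 0% = plate median of test compound wells and 100% = 2 mM ZnCl2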
OXTR agonist: activates the human oxytocin receptor; AID 2435; 0.32% of 320,000 active; CHO-OTR cells, Fluo-8 calcium fluorescence; normalized: DMSO 0%, oxytocin 100%; activation, % at 3 µM;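 active = activation above the mean of all tested compounds plus 3 SD, cutoff set per screening run, cut at about 20% in these data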;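 note: peak over basal fluorescence ratio from a 100 s FLIPR kinetic read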
NALP1 yeast inh: NALP1 inhibition; inhibition, % at 10 µM; S. cerevisiae NALP1/ASC/caspase-1 growth, X-gal OD620, 72 h; 0.61% of 280,000 active; in the data active = inhibition mostly above about 24%, no sharp cut-off; inactive = mostly below about 32%; note: some compounds called inactive have numbers as strong as hits
MEKK3 PB1 HTS: MEKK3-MEK5 PB1 interaction, increase or decrease | bead-based flow cytometry, Alexa488-MEK5 binding to MEKK3; actives lie on both sides; 0 = blocked by unlabeled MEK5, 100 = vehicle | binding response (% of control), % at 10 µM | 1.4% of 290,000 active;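 active = binding response more than 3 SD above or below the average of its plate-row segment, actives on both sides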;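 note: Alexa488 bead fluorescence after subtracting the streptavidin-only scavenger bead signal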
Target sequence (Q99759 whole entry, looked up): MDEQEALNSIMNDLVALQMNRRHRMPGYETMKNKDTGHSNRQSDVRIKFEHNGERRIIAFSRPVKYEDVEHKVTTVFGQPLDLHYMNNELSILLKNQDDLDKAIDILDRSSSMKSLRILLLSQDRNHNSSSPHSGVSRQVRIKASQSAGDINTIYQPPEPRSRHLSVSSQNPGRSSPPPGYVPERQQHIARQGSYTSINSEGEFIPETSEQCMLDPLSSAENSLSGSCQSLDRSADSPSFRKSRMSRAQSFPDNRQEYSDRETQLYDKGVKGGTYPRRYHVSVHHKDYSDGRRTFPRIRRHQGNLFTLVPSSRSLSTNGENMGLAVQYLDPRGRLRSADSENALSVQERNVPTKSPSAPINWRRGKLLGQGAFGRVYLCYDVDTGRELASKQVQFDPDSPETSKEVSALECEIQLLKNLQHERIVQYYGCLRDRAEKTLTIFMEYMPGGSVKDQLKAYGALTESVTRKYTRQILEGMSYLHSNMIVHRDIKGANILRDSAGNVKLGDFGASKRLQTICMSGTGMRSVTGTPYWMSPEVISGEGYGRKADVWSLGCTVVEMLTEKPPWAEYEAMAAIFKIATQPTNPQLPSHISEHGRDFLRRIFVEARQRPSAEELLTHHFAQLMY
MEKK2 WT-MEK5: raises or lowers MEK5 binding to wildtype human MEKK2 PB1 domain; Q9Y2U5; bead flow cytometry, Alexa488-MEK5 binding to MEKK2 WT; actives lie on both sides; binding response (% of control), % at 10 µM; 1.1% of 290,000 active; AID 1531; in the data active = binding response below about 67% or above about 130%
GPR7 antagonist: human neuropeptides B/W receptor 1 antagonism | P48145 | inhibition, % at 4.4 µM | 1.1% of 290,000 active | GPR7-expressing cells, fluorescence antagonist assay | AID 1861; in the data active = inhibition above about 16%, passing the limit was not always enough;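 note: cells stimulated with the agonist NPW; 0% = agonist with vehicle and 100% = vehicle without agonist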
Target sequence (P48145 whole entry, looked up): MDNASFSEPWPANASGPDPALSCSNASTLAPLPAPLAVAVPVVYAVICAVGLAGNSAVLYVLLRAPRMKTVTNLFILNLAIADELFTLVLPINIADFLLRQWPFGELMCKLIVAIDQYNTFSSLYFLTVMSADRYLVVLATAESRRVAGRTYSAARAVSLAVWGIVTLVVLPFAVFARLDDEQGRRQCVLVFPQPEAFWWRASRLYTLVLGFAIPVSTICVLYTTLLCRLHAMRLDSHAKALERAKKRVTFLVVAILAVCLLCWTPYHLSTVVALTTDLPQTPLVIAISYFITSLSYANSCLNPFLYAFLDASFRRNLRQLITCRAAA
PHOSPHO1 block: blocks human PHOSPHO1 phosphatase activity; AID 1565; inhibition, % at 13.3 µM; recombinant PHOSPHO1, absorbance phosphatase assay; Q8TCT1; 1.1% of 290,000 active; in the data active = inhibition above about 60%
MEKK2 mut-MEK5: signal of MEK5 binding to mutant human MEKK2 PB1 domain. bead flow cytometry, Alexa488-MEK5 binding to MEKK2 mutant. AID 1530. percent response, % at 10 µM. 0.35% of 290,000 active; in the data active = percent response above about 24%, passing the limit was not always enough; note: inactives centre near 1; some results filed as inactive read as strong as hits; reference of the scale not given here
FID counter: counter-screen for HCV NS3 helicase inhibitors: DNA intercalator displacement; DNA fluorescent intercalator displacement, fluorescence; inhibition, % at 7.9 µM; 0.17% of 290,000 active; AID 1845; in the data active = inhibition above about 37%;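 note: 0% = vehicle and 100% = reference compound; higher means more ethidium bromide displaced from hairpin DNA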
* hit, by the source's call.

Results for O=C(CCCc1cccs1)NCCc1c[nH]c2ccccc12 ?
M18AAP inhibitor: -2; OXTR agonist: -1.4; NALP1 yeast inh: 11; MEKK3 PB1 HTS: 99; MEKK2 WT-MEK5: 102; GPR7 antagonist: 16; PHOSPHO1 block: 7; MEKK2 mut-MEK5: -1; FID counter: -14

What do the screens show for `N#CC(C#N)=Cc1cnc(N2CCN(c3ccccc3)CC2)s1`?
M18AAP inhibitor: 6; OXTR agonist: -0.1; NALP1 yeast inh: 23; MEKK3 PB1 HTS: 99; MEKK2 WT-MEK5: 96; GPR7 antagonist: 41*; PHOSPHO1 block: 44; MEKK2 mut-MEK5: -5; FID counter: 0

How did COc1cccc(C(=O)NNC(=O)C(=O)Nc2cccc3ccccc23)c1 do in these assays?
M18AAP inhibitor: -8; OXTR agonist: -0.8; NALP1 yeast inh: -10; MEKK3 PB1 HTS: 95; MEKK2 WT-MEK5: 91; GPR7 antagonist: 8; PHOSPHO1 block: 32; MEKK2 mut-MEK5: -8; FID counter: -11

How did O=C(c1ccccc1)c1ccc(OCCn2cnc3ccccc3c2=O)cc1 do in these assays?
M18AAP inhibitor: -1; OXTR agonist: 5.0; NALP1 yeast inh: 7; MEKK3 PB1 HTS: 94; MEKK2 WT-MEK5: 93; GPR7 antagonist: -1; PHOSPHO1 block: 24; MEKK2 mut-MEK5: -1; FID counter: -22

How did CCOC(=O)N1CCN(c2cc(=O)n(-c3ccc(Br)cc3)c(=O)[nH]2)CC1 do in these assays?
M18AAP inhibitor: 3; OXTR agonist: 0.0; NALP1 yeast inh: 30; MEKK3 PB1 HTS: 100; MEKK2 WT-MEK5: 102; GPR7 antagonist: -6; PHOSPHO1 block: -2; MEKK2 mut-MEK5: 6; FID counter: -10

Results for O=C(CSc1nc2ccccc2c(=O)n1-c1ccccc1)N/N=C/C=C/c1ccccc1[N+](=O)[O-] ?
M18AAP inhibitor: -10; OXTR agonist: -0.5; NALP1 yeast inh: 6; MEKK3 PB1 HTS: 100; MEKK2 WT-MEK5: 98; GPR7 antagonist: -10; PHOSPHO1 block: -8; MEKK2 mut-MEK5: 0; FID counter: -8

What do the screens show for `CCOC(=O)c1ccc(NC(=O)Cn2c(=O)oc3ccccc32)cc1`?
M18AAP inhibitor: 5; OXTR agonist: 2.5; NALP1 yeast inh: 11; MEKK3 PB1 HTS: 103; MEKK2 WT-MEK5: 100; GPR7 antagonist: -5; PHOSPHO1 block: 19; MEKK2 mut-MEK5: 4; FID counter: -7

How did Cc1ccccc1C(=O)Oc1cc(N)n(S(C)(=O)=O)n1 do in these assays?
M18AAP inhibitor: 1; OXTR agonist: -1.5; NALP1 yeast inh: 9; MEKK3 PB1 HTS: 101; MEKK2 WT-MEK5: 99; GPR7 antagonist: -11; PHOSPHO1 block: 34; MEKK2 mut-MEK5: 0; FID counter: -4

How did Cc1ccc([N+](=O)[O-])cc1N=Nc1c(C)[nH]n(C(N)=S)c1=O do in these assays?
M18AAP inhibitor: -3; OXTR agonist: 0.9; NALP1 yeast inh: 5; MEKK3 PB1 HTS: 99; MEKK2 WT-MEK5: 99; GPR7 antagonist: -1; PHOSPHO1 block: 14; MEKK2 mut-MEK5: 0; FID counter: -2

What do the screens show for `COc1ccc(CCNC(=S)NC(=O)c2cccc(Cl)c2)cc1OC`?
M18AAP inhibitor: -19; OXTR agonist: -2.2; NALP1 yeast inh: 14; MEKK3 PB1 HTS: 101; MEKK2 WT-MEK5: 99; GPR7 antagonist: -24; PHOSPHO1 block: 25; MEKK2 mut-MEK5: -3; FID counter: -30

How did CCCn1nnc2sc3c(c2c1=O)CCC(C)C3 (stereo unspecified) do in these assays?
M18AAP inhibitor: 5; OXTR agonist: -1.9; NALP1 yeast inh: 10; MEKK3 PB1 HTS: 98; MEKK2 WT-MEK5: 99; GPR7 antagonist: 11; PHOSPHO1 block: 28; MEKK2 mut-MEK5: -2; FID counter: 1

What do the screens show for `Clc1ccc(/C(Cc2nc3ccccc3[nH]2)=N\Nc2ccccc2)cc1`?
M18AAP inhibitor: 6; OXTR agonist: -1.6; NALP1 yeast inh: 28*; MEKK3 PB1 HTS: 110; MEKK2 WT-MEK5: 153*; GPR7 antagonist: -18; PHOSPHO1 block: -45; MEKK2 mut-MEK5: 42; FID counter: 4

How did COc1ccc(CN2CCC(C(=O)Nc3ccc(Oc4cccnc4)cc3)CC2)cc1 do in these assays?
M18AAP inhibitor: 8; OXTR agonist: 2.9; NALP1 yeast inh: 15; MEKK3 PB1 HTS: 105; MEKK2 WT-MEK5: 114; GPR7 antagonist: -10; PHOSPHO1 block: 48; MEKK2 mut-MEK5: 11; FID counter: 14

What do the screens show for `Cc1ccc(Nc2cc(C)nc(N3CCOCC3)n2)cc1`?
M18AAP inhibitor: 0; OXTR agonist: -2.4; NALP1 yeast inh: 5; MEKK3 PB1 HTS: 101; MEKK2 WT-MEK5: 100; GPR7 antagonist: -3; PHOSPHO1 block: 9; MEKK2 mut-MEK5: 7; FID counter: 4

How did O=C(O)C1CN(C(=O)c2cccc(Br)c2)C1 do in these assays?
M18AAP inhibitor: -1; OXTR agonist: -0.8; NALP1 yeast inh: 13; MEKK3 PB1 HTS: 101; MEKK2 WT-MEK5: 105; GPR7 antagonist: 8; PHOSPHO1 block: 48; MEKK2 mut-MEK5: 4; FID counter: 5

What do the screens show for `O=C(Nc1cc(Cl)cc(Cl)c1)N1CCCC1`?
M18AAP inhibitor: -5; OXTR agonist: 0.7; NALP1 yeast inh: 39; MEKK3 PB1 HTS: 105; MEKK2 WT-MEK5: 111; GPR7 antagonist: -9; PHOSPHO1 block: 16; MEKK2 mut-MEK5: 15; FID counter: -2

How did OCCN1CCN(c2ncnc3sc(-c4ccccc4)cc23)CC1 do in these assays?
M18AAP inhibitor: -14; OXTR agonist: 1.1; NALP1 yeast inh: 4; MEKK3 PB1 HTS: 117; MEKK2 WT-MEK5: 103; GPR7 antagonist: -7; PHOSPHO1 block: 22; MEKK2 mut-MEK5: 0; FID counter: 6

How did COc1ccccc1CN1C(=O)[C@@H]2C(CCC(N)=O)NC3(C(=O)Nc4c3ccc(Cl)c4C)[C@@H]2C1=O (stereo partly specified) do in these assays?
M18AAP inhibitor: 3; OXTR agonist: -1.0; NALP1 yeast inh: -10; MEKK3 PB1 HTS: 107; MEKK2 WT-MEK5: 114; GPR7 antagonist: -10; PHOSPHO1 block: 9; MEKK2 mut-MEK5: 4; FID counter: -24

How did COc1cc(NC(=O)C/C(C)=N/NC(=O)c2cccc(O)c2)c(OC)cc1Cl do in these assays?
M18AAP inhibitor: 2; OXTR agonist: 0.9; NALP1 yeast inh: 30; MEKK3 PB1 HTS: 98; MEKK2 WT-MEK5: 96; GPR7 antagonist: -2; PHOSPHO1 block: 3; MEKK2 mut-MEK5: 0; FID counter: -11

How did Cc1cc(=O)oc(C)c1C(=O)NCC(C)C do in these assays?
M18AAP inhibitor: -7; OXTR agonist: -0.2; NALP1 yeast inh: 13; MEKK3 PB1 HTS: 101; MEKK2 WT-MEK5: 103; GPR7 antagonist: 2; PHOSPHO1 block: -4; MEKK2 mut-MEK5: 3; FID counter: 5

How did O=S(=O)(N/N=C\c1cccc(F)c1)c1ccccc1 do in these assays?
M18AAP inhibitor: 1; OXTR agonist: -0.5; NALP1 yeast inh: 1; MEKK3 PB1 HTS: 98; MEKK2 WT-MEK5: 101; GPR7 antagonist: -23; PHOSPHO1 block: 33; MEKK2 mut-MEK5: -2; FID counter: -5

Results for COCCn1c(SCCCC(=O)c2ccc(Br)cc2)nnc1-c1ccncc1 ?
M18AAP inhibitor: -3; OXTR agonist: 14; NALP1 yeast inh: 5; GPR7 antagonist: 22; PHOSPHO1 block: 29; FID counter: -34

Results for CC(C)(C)n1nc2c(c1NC(=O)c1ccc(C(F)(F)F)cc1)CS(=O)(=O)C2 ?
M18AAP inhibitor: -3; OXTR agonist: 1.6; NALP1 yeast inh: 14; MEKK3 PB1 HTS: 100; MEKK2 WT-MEK5: 101; GPR7 antagonist: 2; PHOSPHO1 block: 27; MEKK2 mut-MEK5: -3; FID counter: -18

Results for Cc1ccc(C(=O)CC(C(=O)O)c2cn(CCC#N)c3ccccc23)cc1 (stereo unspecified) ?
M18AAP inhibitor: 2; OXTR agonist: 0.8; NALP1 yeast inh: -14; MEKK3 PB1 HTS: 104; MEKK2 WT-MEK5: 104; GPR7 antagonist: -10; PHOSPHO1 block: -26; MEKK2 mut-MEK5: 2; FID counter: -42

What do the screens show for `CC(=O)Nc1ccc(O)c(-c2nc3ccccc3s2)c1`?
M18AAP inhibitor: 11; OXTR agonist: 1.3; NALP1 yeast inh: 14; MEKK3 PB1 HTS: 100; MEKK2 WT-MEK5: 100; GPR7 antagonist: 2; PHOSPHO1 block: -4; MEKK2 mut-MEK5: 4; FID counter: -3

Results for CCOC(=O)c1ccc(NC(=S)Nc2ccc(Br)cc2N)cc1 ?
OXTR agonist: -0.9; MEKK3 PB1 HTS: 104; MEKK2 WT-MEK5: 103; MEKK2 mut-MEK5: 4

What do the screens show for `CN(c1cccc(NS(=O)(=O)c2ccccc2)c1)S(C)(=O)=O`?
M18AAP inhibitor: -1; OXTR agonist: 0.7; NALP1 yeast inh: 7; MEKK3 PB1 HTS: 100; MEKK2 WT-MEK5: 103; GPR7 antagonist: -9; PHOSPHO1 block: 30; MEKK2 mut-MEK5: 0; FID counter: 8

How did Cc1ccc(-c2csc(SCC(=O)Nc3cc(C)on3)n2)cc1 do in these assays?
M18AAP inhibitor: 2; OXTR agonist: -2.3; NALP1 yeast inh: 11; MEKK3 PB1 HTS: 115; MEKK2 WT-MEK5: 105; GPR7 antagonist: -12; PHOSPHO1 block: 6; MEKK2 mut-MEK5: -3; FID counter: 2

How did CC(=O)c1cccc(N2C(=O)C3C4CCC(C4=C(C)C)C3C2=O)c1 (stereo unspecified) do in these assays?
M18AAP inhibitor: 3; OXTR agonist: -0.4; NALP1 yeast inh: 11; MEKK3 PB1 HTS: 88; MEKK2 WT-MEK5: 89; GPR7 antagonist: -6; PHOSPHO1 block: -7; MEKK2 mut-MEK5: -5; FID counter: 0

Ordered by count of non-hydrogen atoms (smallest number first): some entries from above
What do the screens show for `CC(=O)Nc1ccc(O)c(-c2nc3ccccc3s2)c1`?
M18AAP inhibitor: 11; OXTR agonist: 1.3; NALP1 yeast inh: 14; MEKK3 PB1 HTS: 100; MEKK2 WT-MEK5: 100; GPR7 antagonist: 2; PHOSPHO1 block: -4; MEKK2 mut-MEK5: 4; FID counter: -3

What do the screens show for `CN(c1cccc(NS(=O)(=O)c2ccccc2)c1)S(C)(=O)=O`?
M18AAP inhibitor: -1; OXTR agonist: 0.7; NALP1 yeast inh: 7; MEKK3 PB1 HTS: 100; MEKK2 WT-MEK5: 103; GPR7 antagonist: -9; PHOSPHO1 block: 30; MEKK2 mut-MEK5: 0; FID counter: 8

Results for CCOC(=O)c1ccc(NC(=S)Nc2ccc(Br)cc2N)cc1 ?
OXTR agonist: -0.9; MEKK3 PB1 HTS: 104; MEKK2 WT-MEK5: 103; MEKK2 mut-MEK5: 4

Results for CC(C)(C)n1nc2c(c1NC(=O)c1ccc(C(F)(F)F)cc1)CS(=O)(=O)C2 ?
M18AAP inhibitor: -3; OXTR agonist: 1.6; NALP1 yeast inh: 14; MEKK3 PB1 HTS: 100; MEKK2 WT-MEK5: 101; GPR7 antagonist: 2; PHOSPHO1 block: 27; MEKK2 mut-MEK5: -3; FID counter: -18

Results for COCCn1c(SCCCC(=O)c2ccc(Br)cc2)nnc1-c1ccncc1 ?
M18AAP inhibitor: -3; OXTR agonist: 14; NALP1 yeast inh: 5; GPR7 antagonist: 22; PHOSPHO1 block: 29; FID counter: -34

High-throughput results deposited in PubChem BioAssay by several laboratories.
